# MEX-5 binding: MEX-5 zinc finger RNA-binding disruptors – biochemical, C. elegans, fluorescence polarization, MLPCN library, primary screen | MEX-5/FITC-TCR2 RNA binding; active compounds read low | 300,000 tested, 0.38% active | AID 1832, 2009 | activity score (negative = inhibition of binding), % at 10 µM;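 active = inhibition past about -25% in most replicates, and total fluorescence under double the plate's negative control median, limit read from the data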;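 note: 0% = DMSO and -100% = 5 µM competing unlabeled TCR2 RNA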
# Target sequence (Q9XUB2 whole entry, looked up): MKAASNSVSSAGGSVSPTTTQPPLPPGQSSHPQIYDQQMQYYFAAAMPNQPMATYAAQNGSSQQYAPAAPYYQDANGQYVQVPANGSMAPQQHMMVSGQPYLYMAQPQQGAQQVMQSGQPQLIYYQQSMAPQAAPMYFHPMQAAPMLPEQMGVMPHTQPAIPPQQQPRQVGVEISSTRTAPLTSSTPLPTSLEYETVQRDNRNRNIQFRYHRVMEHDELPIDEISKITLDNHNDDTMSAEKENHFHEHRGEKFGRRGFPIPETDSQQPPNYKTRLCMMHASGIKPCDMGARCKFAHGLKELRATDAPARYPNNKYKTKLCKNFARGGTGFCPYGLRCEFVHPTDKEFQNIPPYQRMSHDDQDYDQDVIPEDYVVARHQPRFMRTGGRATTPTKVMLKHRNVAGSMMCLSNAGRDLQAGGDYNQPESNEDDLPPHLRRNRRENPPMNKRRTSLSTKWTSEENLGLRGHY
# CR mimetic SO: reduction of superoxide in aged yeast, primary screen, HTS | S. cerevisiae aged cells, superoxide DHE fluorescence; active compounds read low | superoxide response (% of plate mean), % at 10 µM | 330,000 tested, 0.18% active;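 active = superoxide response under a set limit, about three screen SD below normal, cut at about 65% in these data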;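 note: yeast aged for seven days with compound at 30 °C before DHE staining; 100% = average MFI of all compound-treated wells on the plate with controls excluded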
# GLD-1 RNA inh: GLD-1/TGE RNA complex disruptors, primary screen, biochemical, fluorescence polarization. Female germline-specific tumor suppressor gld-1 (Caenorhabditis elegans), Q17339. purified GLD-1 + fluorescein TGE RNA. inhibition, % at 5.96 µM. 320,000 tested, 0.44% active. AID 2280, 2010;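 active = percent inhibition above a per-plate cutoff, the plate mean of test compounds plus 3 SD, cut at about 30% in these data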;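 note: 0% = DMSO wells with GLD-1 and probe and 100% = wells lacking GLD-1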
# Efflux pump inh: inhibitors of Candida efflux pumps in yeast, primary screen, S. cerevisiae, Nile Red, multiplex; inhibition, % at 10 µM; S. cerevisiae Candida pump triplex; 330,000 tested, 0.44% active; AID 485275, 2010;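 active = plate passing quality check with inhibition over a set limit, or well fluorescence over plate mean plus 4 SD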;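 note: Nile Red retained in pooled yeast measured as flow cytometry median fluorescence; 0% = buffer negative control and 100% = Enniatin B positive control; higher means more Nile Red kept so more efflux inhibition; some compounds called inactive have numbers as strong as hits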
# ZTA DNA inh: counter-screen for EBNA-1 inhibitors: inhibitors of Epstein-Barr virus ZTA | P03206 | ZTA-DNA binding, fluorescence polarization | inhibition, % at 11 µM | AID 2234 | 320,000 tested, 0.15% active; in the data active = inhibition above about 33%
# Bcl-xL primary: inhibitors of human Bcl-xL, primary screen, biochemical, fluorescence polarization, HTS. Bcl-2-like protein 1 (Homo sapiens), Q07817. GST-Bcl-xL / FITC-Bim BH3 peptide fluorescence polarization. inhibition, % at 10.9 µM. 320,000 tested, 0.7% active. AID 2129, 2009;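 active = inhibition above the mean of all tested compounds plus 3 SD, cutoff set per campaign, cut at about 30% in these data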;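 note: 0% = DMSO wells and 100% = unlabeled Bim-BH3 peptide competitor; inhibitors lower millipolarization by displacing the labeled peptide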
# Target sequence (Q07817 whole entry, looked up): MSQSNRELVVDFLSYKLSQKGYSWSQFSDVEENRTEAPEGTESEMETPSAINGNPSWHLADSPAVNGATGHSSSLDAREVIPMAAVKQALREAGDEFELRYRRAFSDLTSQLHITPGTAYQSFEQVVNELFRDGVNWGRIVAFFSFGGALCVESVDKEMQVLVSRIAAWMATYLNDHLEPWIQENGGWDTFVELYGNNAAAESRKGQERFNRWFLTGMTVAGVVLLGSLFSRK
# Fam108B inh: mouse Fam108B serine hydrolase inhibitors, primary screen, counter-screen for RBBP9 inhibitor project, biochemical, fluorescence polarization; recombinant Fam108B, FP-Rh probe fluorescence polarization; 300,000 tested, 0.33% active; inhibition, % at 9.51 µM;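 active = inhibition above the screen mean inhibition plus 3 SD, computed separately per campaign, cut at about 18% in these data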;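 note: inhibitors lower polarization as less probe binds the enzyme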
# EBNA-1 inhibitor: EBNA-1 DNA-binding inhibitors, primary screen, biochemical, fluorescence polarization; inhibition, % at 14.8 µM; 300,000 tested, 0.34% active; in the data active = inhibition above about 28%
# MCL1-BIM inh: inhibitors of MCL1 binding to BIM-BH3, primary screen, biochemical, fluorescence polarization; 320,000 tested, 0.68% active; GST-MCL1 / FITC-Bim-BH3 fluorescence polarization; Induced myeloid leukemia cell differentiation protein Mcl-1 (Homo sapiens), Q07820; inhibition, % at 10.9 µM; AID 2057, 2009;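 active = inhibition above the mean inhibition of all tested compounds plus 3 SD, set per campaign, cut at about 40% in these data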;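 note: 0% = DMSO wells and 100% = unlabeled Bim-BH3 peptide control; higher means more loss of mP so more displacement of Bim peptide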
# Target sequence (Q07820 whole entry, looked up): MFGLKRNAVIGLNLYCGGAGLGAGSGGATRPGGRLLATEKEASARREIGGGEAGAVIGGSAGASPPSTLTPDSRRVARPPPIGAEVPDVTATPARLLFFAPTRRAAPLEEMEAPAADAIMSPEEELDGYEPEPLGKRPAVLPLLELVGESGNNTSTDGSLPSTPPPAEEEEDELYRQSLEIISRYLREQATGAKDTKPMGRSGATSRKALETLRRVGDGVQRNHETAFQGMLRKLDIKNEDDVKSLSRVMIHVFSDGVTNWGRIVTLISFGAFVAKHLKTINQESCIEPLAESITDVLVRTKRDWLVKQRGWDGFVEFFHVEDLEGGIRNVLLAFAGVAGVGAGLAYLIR
# The depositor's hits bear a star; i = inactive; . = not tested or not shown.
# Every second line gives: Bcl-xL primary	CR mimetic SO	EBNA-1 inhibitor	MCL1-BIM inh	ZTA DNA inh	MEX-5 binding	Fam108B inh	GLD-1 RNA inh	Efflux pump inh
- NC(N)=NS(=O)(=O)c1ccc(N/C=C\C(=O)c2ccncc2)cc1
  -4	94	-11	-1	3	-0.3	-1	3	0.2
- COc1cccc(/C=N/n2c(-c3n[nH]c4c3CCC4)n[nH]c2=S)c1OC
  -19	84	6	-21	-13	0.6	0	-4	0.1
- Cc1ccc(C)c(N2CCN(CCCNC(=O)CCC(=O)N3CCOc4ccc(Cl)cc43)CC2)c1
  0	87	13	0	2	2.8	0	5	-0.2
- Cc1c(Cl)c(-c2n[nH]c(=S)n2CC(C)C)nn1C
  -8	101	7	-7	9	1.1	13	0	0.2
- CCC(=O)Nc1ccc(C(=O)CN2C(=O)NC3(CCCCCC3)C2=O)cc1
  0	91	.	-4	2	.	.	4	-0.2
- COc1ccc(-c2csc(Cc3nc(O)cs3)n2)cc1
  2	98	3	8	2	-0.4	-1	2	0.0
- COc1cccc(-c2nc(Oc3cccc(C)c3C)c3ccccc3n2)c1O
  0	92	1	7	3	-1.4	1	3	-0.4
- CC(C(=O)NCc1ccccc1Cl)N1C(=O)c2ccccc2C1=O (configuration not stated)
  0	106	-10	-1	-2	-0.2	-2	3	0.1
- COc1ccccc1Oc1ccc(S(=O)(=O)N2CCCCC2C)cc1 (configuration not stated)
  -3	107	-5	-8	12	0.3	0	3	-0.2
- COc1ccc(S(=O)(=O)N2CCCC(C(=O)NCc3ccccc3)C2)cc1 (configuration not stated)
  3	89	-15	2	-10	2.3	1	10	0.0
- Cc1cc(NC(=O)CN2CC(C)OC(C)C2)n(-c2nc3ccccc3s2)n1 (configuration not stated)
  -1	95	-5	0	5	0.3	3	7	-0.1
- COc1ccc(CCNC(=O)c2ccc(NC(=O)CC3SC(N4CCCC4)=NC3=O)cc2)cc1 (configuration not stated)
  8	112	0	11	-5	4.2	5	8	-0.1
- CCCCn1c(N)c(N(CC(C)C)C(=O)C2CCN(S(=O)(=O)c3ccc(C)cc3C)CC2)c(=O)[nH]c1=O
  1	98	-13	-2	7	2.0	-1	-4	0.0
- CCCCn1c(N)c(N(CC(C)C)C(=O)c2ccc(S(=O)(=O)N3CCCCCC3)cc2)c(=O)[nH]c1=O
  7	97	6	2	5	1.4	6	1	-0.1
- CN(C)C1(CN=Cc2cc(Cl)cc([N+](=O)[O-])c2O)CCCCC1
  8	107	10	60*	20	1.1	11	5	-0.1
- CC(=O)c1ccc(NC(=O)CSc2nc3[nH]ncc3c(=O)[nH]2)cc1
  0	105	6	4	8	1.0	-2	5	-0.1
- COc1cc(/C=N\NC(=O)C2COc3ccccc3O2)cc(OC)c1O (configuration not stated)
  -1	i	1	0	15	1.6	-1	4	-0.1
- CN(C)C(CNC(=O)CCc1nc2cc(Cl)ccc2n(Cc2ccccc2)c1=O)c1ccccc1 (configuration not stated)
  -4	84	-5	-11	2	6.6	0	-6	0.1
- CC(=O)Nc1ccc(Oc2cncc(Cl)c2)nc1
  6	111	-8	1	8	-0.5	2	-3	0.0
- CCN(CC)CCCNC(=O)c1cn(CC)c2ccc(S(=O)(=O)N3CCc4ccccc4C3)cc2c1=O
  7	93	-22	4	1	-2.6	2	-6	0.0
- COc1ccc(Cl)cc1NS(=O)(=O)c1c(C)nc2sccn2c1=O
  4	109	2	1	-11	3.2	-1	1	-0.3
- O=C(NCc1ccncc1)c1nc(-c2ccc(C(F)(F)F)cc2)no1
  -3	110	-7	5	-7	0.3	1	4	0.0
- Cc1ccccc1NS(=O)(=O)c1ccc(OCC(=O)NCc2ccccn2)cc1
  4	88	0	11	-6	0.1	-2	7	-0.1
- O=c1cc(-c2ccccc2)nc(N2CCN(Cc3ccc4c(c3)OCO4)CC2)[nH]1
  7	95	7	4	6	.	2	9	0.1
- OCCOCCn1c(C2CCCN2c2nc(-c3ccc(F)cc3)cs2)nc2cc(Cl)c(Cl)cc21 (configuration not stated)
  2	109	4	3	4	1.7	2	9	0.1
- NC(=O)C1CCN(CC(=O)NC(=O)NC2CCCC2)CC1
  3	103	-10	-5	-3	0.3	2	0	0.0
- CCOc1cccc2sc(N(CCN(CC)CC)C(=O)c3cccc(N4C(=O)CCC4=O)c3)nc12
  0	96	-4	1	5	1.2	0	7	0.0
- O=C(CCCN1C(=O)c2ccccc2C1=O)Nc1cccc(S(=O)(=O)NC2=NCCC2)c1
  -4	91	4	-8	-9	0.5	3	0	0.0
- O=C(CNC(=O)c1ccco1)Nc1ccc(S(=O)(=O)N2CCCC2)cc1
  -4	103	6	-7	4	-3.0	-4	1	0.1
- O=C(CN1C(=O)S/C(=C\c2ccccc2)C1=O)NCCCn1ccnc1
  8	107	4	11	-5	1.2	-1	1	0.0

# The list continues.
# Every second line gives: Bcl-xL primary	CR mimetic SO	EBNA-1 inhibitor	MCL1-BIM inh	ZTA DNA inh	MEX-5 binding	Fam108B inh	GLD-1 RNA inh	Efflux pump inh
- O=C1C(=O)N(CCO)C(c2ccccc2)/C1=C(\O)c1ccccc1 (configuration not stated)
  2	119	-6	1	-3	1.6	-1	5	0.2
- Cc1c(CCC(=O)O)c(=O)oc2cc(OCc3cccc(F)c3)ccc12
  4	118	14	6	4	0.0	-6	-9	-0.3
- C/C(=N\Nc1nc2ccccc2nc1C)c1ccccc1O
  6	90	6	9	-26	2.1	1	-2	-0.2
- CCOC(=O)CSc1nc(=O)n2ccc(C)cc2n1
  0	106	-4	-1	-12	-0.2	-1	-1	0.2
- CSCCC(NC(=O)c1ccccc1Br)C(=O)Nc1ccc(C)cc1 (configuration not stated)
  5	74	6	12	10	0.8	-1	0	-0.2
- CCCc1nc2c(c(=O)c3ccccc3n2C)c(=O)n1-c1ccc(F)cc1
  -5	93	0	3	-9	-0.2	2	1	0.0
- Cc1ccccc1NC(=O)C1CCN(c2cnccn2)CC1
  -1	101	-4	3	-3	1.9	-3	1	-0.1
- CC1CCC/C(=C(\C#N)c2nc(-c3cc4ccccc4oc3=O)cs2)C1 (configuration not stated)
  3	101	-7	10	2	-1.2	-5	0	0.2
- CCOC(=O)N1CCC(Nc2ncnc3c2cnn3-c2ccc(C)cc2C)CC1
  1	95	3	-2	-3	-4.0	0	-3	0.1
- O=S(=O)(NC1CC1)c1ccc(Cl)cc1F
  2	95	5	0	-18	0.4	1	3	-0.4
- Cn1c(NC(=O)c2ccc(Cl)s2)cc(=O)n(C)c1=O
  1	102	4	-4	7	-1.1	0	1	0.0
- CCCCC(CC)Cn1c(N)c(C#N)c2nc3ccccc3nc21 (configuration not stated)
  -2	100	6	-2	16	2.9	-1	2	0.0
- NNC(=O)c1cc(O)c(O)c(O)c1
  25	99	-22	54*	-2	-22	1	4	0.2
- COc1ccc(N2C(=NC(=O)CCCc3ccccc3)SC3CS(=O)(=O)CC32)cc1 (configuration not stated)
  2	93	4	1	7	-0.5	-1	-4	0.0
- Nn1c(SCC(=O)NCCN2C(=O)CSC2=O)nnc1-c1ccc(OC(F)F)cc1
  -8	100	-14	-10	-11	0.2	-3	1	0.0
- C=CCC(NCc1ccccc1)c1ccco1 (configuration not stated)
  2	96	-15	1	-11	1.7	-2	9	0.0
- Cc1ccc(C(=O)Oc2ccc(/C=C3\C(=N)N4N=C(N5CCOCC5)SC4=NC3=O)cc2)cc1
  -10	110	-4	-7	4	2.0	6	-7	0.2
- COc1ccc(C(=O)C2CCCN(S(=O)(=O)c3ccccc3F)C2)c(C)c1 (configuration not stated)
  3	90	-1	-4	-10	-2.2	1	3	0.0
- CC(=O)NCCCc1nc2ccccc2n1Cc1c(F)cccc1Cl
  5	91	0	0	-9	-1.8	3	6	-0.1
- Cc1ccc(NC(=O)C2CCN(S(=O)(=O)c3ccc4c(c3)OCCCO4)CC2)nc1
  4	97	0	-3	11	0.2	-1	2	-0.1
- N#C/C(=C\c1ccccc1)C(=O)N1CCC(C(N)=O)CC1
  -1	92	-6	-1	6	2.9	-3	1	-0.1
- Cc1cccc(C(=O)NCCc2n[nH]c(=S)n2C)c1
  3	98	6	3	22	0.8	-6	-4	0.0
- CC(CCc1ccc(O)cc1)NC(c1ccccc1)c1ccc(Cl)cc1 (configuration not stated)
  4	104	-13	14	-1	1.8	-5	0	0.1
- O=C(CCc1nnc(CCCCc2ccccc2)o1)NCc1cccc(F)c1
  3	80	6	1	2	1.6	-1	4	-0.1
- Cn1cnc([N+](=O)[O-])c1Sc1ccccc1
  0	92	10	-5	-3	-1.9	0	-1	0.0
- Cc1cc(C(=O)Nc2ccc3ccccc3c2)c(C)o1
  7	91	-1	4	13	1.3	3	1	-0.1
- COc1cccc(COC(=O)C2CCN(S(=O)(=O)c3ccc(C)cc3)CC2)c1OC
  1	111	-7	4	16	1.1	-1	-2	0.0
- CC(NC(=O)c1ccc(-c2cc(C(F)(F)F)ccc2Cl)o1)c1ccccc1 (configuration not stated)
  0	101	6	2	-17	0.3	10	5	0.0
- COc1ccc2c(c1)O/C(=C\c1ccccc1O)C2=O
  1	90	0	-4	9	1.1	-2	-3	0.3
- CC(C)(C)c1cnnn1-c1ccc([N+](=O)[O-])cc1
  3	100	-2	-6	-4	0.6	-2	-2	-0.2

# Other records
# Every second line gives: Bcl-xL primary	CR mimetic SO	EBNA-1 inhibitor	MCL1-BIM inh	ZTA DNA inh	MEX-5 binding	Fam108B inh	GLD-1 RNA inh	Efflux pump inh
- CCN(C(=S)NC(=O)C1CCCC1)C1CCCCC1
  -3	106	-12	4	-12	-0.5	-1	-3	-0.1
- COc1ccc(-c2nc(N)ncc2-c2ccccc2)c(O)c1
  -2	110	4	-5	12	-0.3	-1	2	-0.2
- CCCCNC(=O)c1nn2cc(Br)cnc2c1Br
  6	110	5	10	8	-0.7	2	-1	0.2
- Cc1ccc(/C=N/N=C2/NC(=O)C(CC(=O)Nc3ccccc3)S2)o1 (configuration not stated)
  0	93	20	6	-5	-2.1	1	-4	0.0
- Cc1nn(-c2ccccc2)c(C)c1/C=N/N1CCN(c2ccccc2)CC1
  1	93	-8	-1	-1	0.3	0	3	0.0
- Cc1cc(C)cc(-n2cc[nH]c2=S)c1
  -21	91	-1	-5	2	0.5	1	0	0.2
- CCOC(=O)CC1(CC(=O)OCC)NC(=O)c2c(C)sc(C(=O)OCC)c2N1
  -2	99	-11	-1	6	0.9	-7	-4	0.2
- COC(C/C=C\[C@H](O)COCc1ccccc1)OC
  3	.	-2	-4	5	1.1	6	-14	.
- COc1cccc(CNC(=O)COC(=O)CN2C(=O)NC3(CCCCC3C)C2=O)c1 (configuration not stated)
  0	97	.	-3	-5	.	.	1	0.0
- O=C(COC(=O)CCc1nc2ccccc2c(=O)[nH]1)Nc1ccc(N2CCOCC2)cc1
  4	106	1	-3	3	-4.2	4	1	-0.1
- CCOC(=O)CNC(=O)N1CCCC(CCC(=O)NCc2ccc(F)c(F)c2)C1 (configuration not stated)
  3	100	-1	-2	15	0.6	0	3	0.1
- O=C(Nc1ccc(NC(=O)c2cccs2)cc1)c1ccco1
  5	108	-7	0	9	-1.6	1	-3	0.1

# Just CR mimetic SO and MEX-5 binding, for 2 of the compounds above:
mol	CR mimetic SO	MEX-5 binding
COc1ccc(-c2nc(N)ncc2-c2ccccc2)c(O)c1	110	-0.3
Cc1nn(-c2ccccc2)c(C)c1/C=N/N1CCN(c2ccccc2)CC1	93	0.3

# Assay outcomes (PubChem)
